# GPR151 ag: human GPR151 activation | Q8TDV0 | PathHunter beta-arrestin GPR151 cells, luminescence | activation, % at 11.2 µM | 650,000 tested, 1% active | AID 1508602; in the data active means activation above about 4.9%;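 further: 0% = median of compound wells and 100% = cells with positive control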
# Target sequence (Q8TDV0 whole entry, looked up): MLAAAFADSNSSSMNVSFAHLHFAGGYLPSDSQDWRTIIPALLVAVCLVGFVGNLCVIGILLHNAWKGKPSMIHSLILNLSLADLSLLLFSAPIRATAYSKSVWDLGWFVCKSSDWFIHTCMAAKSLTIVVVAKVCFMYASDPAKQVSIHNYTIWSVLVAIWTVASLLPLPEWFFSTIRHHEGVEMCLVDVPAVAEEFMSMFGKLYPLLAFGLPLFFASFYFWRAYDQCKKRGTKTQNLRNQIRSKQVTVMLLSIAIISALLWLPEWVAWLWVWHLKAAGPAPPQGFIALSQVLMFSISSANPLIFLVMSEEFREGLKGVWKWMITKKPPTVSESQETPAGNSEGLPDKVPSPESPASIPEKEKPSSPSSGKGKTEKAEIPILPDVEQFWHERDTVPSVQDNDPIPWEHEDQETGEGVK
# TEAD-YAP inh: TEAD-YAP interaction inhibition | HEK-TIYL cells, TEAD-Gal4/YAP UAS-luciferase luminescence | inhibition, % at 9.12 µM | 640,000 tested, 1.4% active | AID 1259422; in the data active means inhibition above about 32%;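 further: 0% = median of test compound wells and 100% = reference inhibitor wells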
# MITF primary: human MITF inhibition, primary screen; AlphaScreen MITF homodimerization, bead proximity signal; O75030; 650,000 tested, 0.91% active; inhibition, % at 2.6 µM; in the data active means inhibition above about 50%;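 further: 0% = vehicle wells with protein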
# Target sequence (O75030 whole entry, looked up): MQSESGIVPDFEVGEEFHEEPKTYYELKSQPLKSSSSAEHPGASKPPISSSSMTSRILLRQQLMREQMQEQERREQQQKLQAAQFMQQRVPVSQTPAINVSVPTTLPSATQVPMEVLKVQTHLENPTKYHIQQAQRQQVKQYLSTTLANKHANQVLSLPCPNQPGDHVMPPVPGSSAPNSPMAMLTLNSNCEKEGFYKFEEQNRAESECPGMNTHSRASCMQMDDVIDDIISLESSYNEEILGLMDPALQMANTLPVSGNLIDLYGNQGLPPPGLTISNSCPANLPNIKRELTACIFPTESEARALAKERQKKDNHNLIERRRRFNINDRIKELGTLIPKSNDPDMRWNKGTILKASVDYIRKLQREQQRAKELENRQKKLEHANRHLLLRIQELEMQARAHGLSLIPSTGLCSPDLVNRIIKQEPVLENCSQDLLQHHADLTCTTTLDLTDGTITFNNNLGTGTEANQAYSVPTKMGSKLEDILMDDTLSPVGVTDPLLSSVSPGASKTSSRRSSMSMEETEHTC
# FBW7 act: activators of human E3 ligase FBW7. 650,000 tested, 0.13% active. normalized activity (activation), % at 26.1 µM. AID 1259310. AlphaScreen FBW7–phospho-cyclin E peptide binding, activator screen; in the data active means normalized activity above about 1.9%;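 further: purified mutant Fbw7 with reduced substrate affinity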
# Starred values were filed as active, the others as inactive.
SMILES,GPR151 ag,TEAD-YAP inh,MITF primary,FBW7 act
COc1ccccc1C(=O)Nc1ccc2nc(SCC(=O)Nc3ccccc3F)sc2c1,0.2,-2.4,-4.7,0.1
COc1ccc(-c2noc(CNC(C)C)n2)cc1OC,-0.4,-4.7,-3.0,0.0
CCC/C=C/C(=O)Nc1ccc(C)cc1,-0.5,-37.6,-6.5,0.0
CC(C)c1nnc(NC(=O)CCCC(=O)O)s1,-0.3,-2.4,-1.7,0.0
COC(=O)c1ccoc1COc1ccc(C=O)cc1OC,-1.5,10.8,-4.6,-0.1
COCc1c(C(=O)OC/C(O)=C(\C#N)c2nc3ccccc3[nH]2)oc2ccccc12,-1.7,-11.1,15.7,0.2
CC12C=CC(CO)(O1)C1C(=O)N(c3ccc([N+](=O)[O-])cc3)C(=O)C12 (stereo unspecified),0.4,-10.6,-2.7,0.1
Cn1c(NC(=O)c2cc(F)c(F)cc2Cl)nc2ccccc21,-1.4,-12.7,-3.2,-0.1
O=C(O)/C=C/c1ccc(N2C(=O)CC(Cc3ccccc3)C2=O)cc1 (stereo unspecified),0.1,7.4,7.6,0.1
Cc1ccccc1NC(=O)CCC(C(=O)O)C(C)C (stereo unspecified),-1.5,-12.2,-0.2,0.1
CCOC(=O)c1c(C)n(C)c2ccc(OCC(O)CN3CCCCC3)cc12 (stereo unspecified),1.9,0.8,53.7*,0.1
CCOc1ccc(NC2CC(=O)N(c3ccccc3F)C2=O)cc1 (stereo unspecified),0.1,-1.9,10.7,0.1
CCOC(=O)N1CCN(CC(O)COc2cc(C)cc(C)c2)CC1 (stereo unspecified),-1.0,-4.1,6.6,0.7
Cc1c([N+](=O)[O-])cc(C(=O)N2CCCCCC2)cc1[N+](=O)[O-],-0.2,-10.7,-5.4,-0.2
CC(C)N(CCNc1cc(N2CCCC2CO)ncn1)C(C)C (stereo unspecified),-0.5,-3.9,13.8,0.0
Cn1cnnc1SCC(=O)Nc1ccccc1O,0.3,0.1,5.5,-0.1
CC1(C(=O)NC(=S)NNC(=O)c2cccnc2)CCCCC1,0.9,-2.8,-15.0,0.0
CCOc1ccccc1C(=O)Nc1ccc(-c2cn3c(C)csc3n2)cc1,1.2,0.9,8.2,0.3
COCCOC(=O)C1=C(C)NC2=C(C(=O)CC(C)(C)C2)C1c1ccccc1[N+](=O)[O-] (stereo unspecified),1.2,9.7,-0.3,0.2
O=C(Nc1c2c(nn1-c1ccc(Cl)cc1)CS(=O)(=O)C2)c1ccc(F)cc1,-0.8,-6.3,4.6,0.6
O=C(COC(=O)c1cc(-c2ccc(Br)cc2)nc2ccccc12)c1ccc(-c2ccccc2)cc1,1.0,4.8,-2.5,-0.2
COCCCNC(=O)c1ncoc1-c1ccc(F)cc1,1.1,-14.8,-11.4,0.0
CCOc1ccc(-c2nc(-c3ccc([N+](=O)[O-])cc3)cc(=O)o2)cc1,1.3,-3.0,-9.3,-0.3
CCNc1c(NC(=O)c2ccccc2OC)c(=O)oc2ccccc12,-0.1,-1.8,-0.1,0.0
COc1ccc(-c2c(C)nn3c(N4CCN(c5ccccn5)CC4)cc(C)nc23)cc1OC,0.2,-4.9,14.2,0.7
CC(=O)N1CCC(c2nc3ccccc3s2)CC1,0.2,0.2,0.2,0.4
COc1ccc(C2C3=C(CC(C)(C)CC3=O)OC3=C2C(=O)CC(C)(C)C3)cc1COc1ccc(F)cc1,0.9,-7.6,19.2,-0.1
CC(=O)NNc1ccc(C#N)cc1[N+](=O)[O-],-0.1,3.6,6.9,-0.1
Cc1[nH]c2c(F)cccc2c1CCN1C(=O)OC(C)(C)C1(C)O (stereo unspecified),-0.9,-3.7,2.5,0.0
O=C(O)C1=NN(c2ccccc2)C(=O)C1,-0.1,-2.6,-4.8,-2.1
CCC[C@@H]1NC(=O)[C@@H]2C[C@H](NCc3nc4ccccc4s3)CN2C1=O,3.1,2.0,6.6,-0.1
CCOC(=O)c1ccc(N2CC(=O)N(CC)C2=S)cc1,-1.0,-11.1,8.4,0.7
O=C(CNS(=O)(=O)c1ccccc1)Nc1cccc2ccccc12,0.4,6.0,16.2,0.9
CCOC(=O)c1c(NC(=O)CNCc2ccccc2)sc2c1CCCCC2,0.1,3.5,-9.8,0.0
COc1ccc(CN2CCNC(=O)C2CC(=O)NCCCc2scnc2C)cc1OC (stereo unspecified),0.9,-5.4,10.4,0.0
CCOC(=O)C1CCN(C2CC(=O)N(c3ccc(NC(C)=O)cc3)C2=O)CC1 (stereo unspecified),1.4,3.3,2.0,-0.1
COc1ccc(S(=O)(=O)CCC(=O)Nc2cc([N+](=O)[O-])ccc2OC)cc1,-0.3,3.6,4.1,0.7
O=C(OC1=NN(c2ccccc2)CC1)c1cc2ccccc2oc1=O,0.9,3.3,24.8,0.1
Cc1ccc2oc(=O)c3cc(C(=O)NCCN4CCN(C)CC4)sc3c2c1,2.7,-2.2,4.1,-0.1
COc1ccc(-c2nc3cnccn3c2NCc2ccc3c(c2)OCO3)cc1,-1.3,-1.7,-4.9,0.5
NC(=O)CSc1oc(-c2cccs2)nc1S(=O)(=O)c1ccc(Cl)cc1,-0.2,8.7,8.2,0.1
CCc1ccc(S(=O)(=O)Nc2ccc(Cl)cc2)cc1,-0.5,2.4,-0.2,0.2
CCSc1nnc(NC(=O)CN2C(=O)C3CC=CCC3C2=O)s1 (stereo unspecified),-1.4,-19.1,-10.4,-0.2
CCOC(=O)c1cc(S(=O)(=O)N2CCN(c3ccccc3)CC2)cn1C,-0.1,7.6,6.8,0.1
CCOC(=O)c1c(NC(=O)COc2ccc(Cl)cc2)sc(C(C)=O)c1C,-0.2,-7.0,14.8,0.2
COc1ccc(/C=N/NC(=O)C2C(=O)NCC2c2ccccc2)cc1[N+](=O)[O-] (stereo unspecified),1.0,0.7,-1.8,-0.3
CCn1c(SCC(=O)Nc2ccc(NC(=O)C(C)(C)C)cc2)nnc1-c1cccnc1,-0.3,-9.9,1.9,-0.2
CC(C)N(Cc1ccccc1)S(=O)(=O)c1ccc2c(c1)n(C)c(=O)c(=O)n2C,2.3,-8.8,-0.7,0.5
CCOc1ccc(S(=O)(=O)Nc2ccc(CC(=O)O)cc2)c2ccccc12,0.4,4.2,11.9,0.5
COC(=O)c1ccc(NC(=O)COc2coc(CN3c4ccccc4CC3C)cc2=O)cc1 (stereo unspecified),0.0,-0.6,-5.1,0.0
Cn1c(=O)c2sccc2n2c(CCCC(=O)NCCc3ccc(Cl)cc3)nnc12,0.1,-3.4,7.5,0.1
CCOc1cccc2cc(C(=O)c3ccccc3)c(=O)oc12,-1.4,-50.4,11.3,0.1
CCOC(=O)c1cnc2cc(C(F)(F)F)ccc2c1NCCCN1CCC(C)CC1,-0.5,-3.0,12.2,0.1
O=C(/C=C/c1cccc([N+](=O)[O-])c1)c1ccc(N2C(=O)C3C4C=CC(C4)C3C2=O)cc1 (stereo unspecified),-1.7,-0.5,10.7,-0.2
Nc1ncc(C2(O)C(=O)Nc3c(Br)cc(F)cc32)s1 (stereo unspecified),2.2,16.0,9.7,0.4
COc1ccccc1N1CCN(CCN2CCN(C)CC2)CC1,12.5*,-2.0,4.8,-0.1
O=C(CSc1cccc[n+]1[O-])Nc1nc2ccccc2s1,1.1,3.3,14.6,0.1
CCOC(=O)C1=NN(c2cccc(Cl)c2)C2C(=O)N(c3ccccc3OC)C(=O)C12 (stereo unspecified),-0.8,3.5,10.7,0.3
O=C1c2ccncc2C(=O)N1c1ccc(F)cc1,5.9*,-8.7,-8.4,0.0
Clc1cccc(N2CCN(c3ncnc4c3c(-c3ccccc3)cn4-c3ccccc3)CC2)c1,1.1,5.9,5.8,0.0

# Sorted by count of non-hydrogen atoms (descending): some entries from above.
SMILES,GPR151 ag,TEAD-YAP inh,MITF primary,FBW7 act
Clc1cccc(N2CCN(c3ncnc4c3c(-c3ccccc3)cn4-c3ccccc3)CC2)c1,1.1,5.9,5.8,0.0
COC(=O)c1ccc(NC(=O)COc2coc(CN3c4ccccc4CC3C)cc2=O)cc1 (stereo unspecified),0.0,-0.6,-5.1,0.0
O=C(/C=C/c1cccc([N+](=O)[O-])c1)c1ccc(N2C(=O)C3C4C=CC(C4)C3C2=O)cc1 (stereo unspecified),-1.7,-0.5,10.7,-0.2
CCOC(=O)C1=NN(c2cccc(Cl)c2)C2C(=O)N(c3ccccc3OC)C(=O)C12 (stereo unspecified),-0.8,3.5,10.7,0.3
Cn1c(=O)c2sccc2n2c(CCCC(=O)NCCc3ccc(Cl)cc3)nnc12,0.1,-3.4,7.5,0.1
CC(C)N(Cc1ccccc1)S(=O)(=O)c1ccc2c(c1)n(C)c(=O)c(=O)n2C,2.3,-8.8,-0.7,0.5
CCOc1ccc(S(=O)(=O)Nc2ccc(CC(=O)O)cc2)c2ccccc12,0.4,4.2,11.9,0.5
CCOC(=O)c1cc(S(=O)(=O)N2CCN(c3ccccc3)CC2)cn1C,-0.1,7.6,6.8,0.1
COc1ccccc1N1CCN(CCN2CCN(C)CC2)CC1,12.5*,-2.0,4.8,-0.1
CCOc1cccc2cc(C(=O)c3ccccc3)c(=O)oc12,-1.4,-50.4,11.3,0.1
O=C(CSc1cccc[n+]1[O-])Nc1nc2ccccc2s1,1.1,3.3,14.6,0.1
Nc1ncc(C2(O)C(=O)Nc3c(Br)cc(F)cc32)s1 (stereo unspecified),2.2,16.0,9.7,0.4
O=C1c2ccncc2C(=O)N1c1ccc(F)cc1,5.9*,-8.7,-8.4,0.0

# Next structures
SMILES,GPR151 ag,TEAD-YAP inh,MITF primary,FBW7 act
c1ccc(-c2oc3ncn4nc(-c5cccnc5)nc4c3c2-c2ccccc2)cc1,2.3,-10.8,-4.0,-0.1
O=C(c1cccc(F)c1)N1CCN(c2ccc([N+](=O)[O-])c(NCCc3ccccc3)c2)CC1,1.9,5.8,4.0,-0.1
COc1ccc(NC(=O)c2sc3nc(C)nc(N4CCOCC4)c3c2C)c(OC)c1,-0.4,-3.9,20.1,0.3
CCOC(=O)c1nnsc1NC(C)=O,-1.8,-4.9,10.1,0.0
Cc1cc(-c2cn[nH]c2C2CCCN(CC(N)=O)C2)on1 (stereo unspecified),0.2,-14.1,2.0,0.0
O=C(Nc1c2c(nn1-c1ccc(F)cc1)CS(=O)C2)c1ccccc1Br (stereo unspecified),0.8,5.8,10.1,0.4
CCCCN1C(=O)C2ON(c3ccccc3C)C(c3ccc(N(C)C)cc3)C2C1=O (stereo unspecified),-0.5,9.8,14.8,-0.4
C/C=C/C(=O)OCC(=O)c1ccc2cc(OC)ccc2c1,-1.8,-14.0,4.1,0.0
C/C(=N\NC(=O)c1n[nH]c2c1CCCC2)c1ccccc1O,-0.7,6.1,-3.7,-0.1
CC(=O)Nc1ccc(Nc2nc(-c3ccc(N4CCOCC4)nc3)ncc2C)cc1,1.3,12.9,7.3,-0.1
Cc1cnc(-c2c(C)noc2C)nc1NCc1cccnc1,-1.6,0.0,-0.4,0.0
Nc1ccc2nc(NC(=O)c3ccc(Cl)cc3Cl)sc2c1,-6.5,69.6*,1.0,-0.1
Cc1sc2ncn(CC(=O)NCCCC(=O)N3CCN(c4ccccn4)CC3)c(=O)c2c1C,-0.6,11.5,15.6,0.0
Cc1cc(C)cc(C(=O)N2CCC3(CCC(CNC(=O)C4CCCCC4)O3)CC2)c1 (stereo unspecified),0.3,-1.1,-16.0,0.0
CC1CCN(CCCNC(=O)C2c3ccccc3C(=O)N3CCc4ccccc4C23)CC1 (stereo unspecified),-0.4,-20.4,1.4,0.3
O=C(/C=C\c1ccccc1)Nc1c2c(nn1-c1ccccc1)CS(=O)C2 (stereo unspecified),2.6,-3.3,-16.1,0.1
Cc1cc(C)n2[nH]c(=O)c([N+](=O)[O-])c2n1,1.4,7.4,9.4,0.0
O=C(NCc1ccccc1F)c1ccc(N2CCC(NC3CCOCC3)CC2)cc1,-0.8,-3.3,17.9,0.2
CCN1CCN(C(=O)NC2CC(=O)N(c3ccc(OC)c(OC)c3)C2)CC1 (stereo unspecified),0.2,0.3,-3.7,0.8
COc1cc2cc(C#N)c(SCC(=O)N3CC(=O)Nc4ccccc43)nc2cc1OC,1.3,8.9,-14.1,-0.1
O=C(Nc1ccccc1C(=O)N1CCCCCC1)c1cccc(S(=O)(=O)N2CCCCCC2)c1,1.0,-28.4,9.8,-0.3
COc1cc(N[C@H](C)c2ccccc2)ncn1,0.4,26.9,-8.3,0.1
COc1ccc(-n2nc(C(=O)NCCCN3CCN(C)CC3)c3ccccc3c2=O)cc1,-1.3,10.6,16.1,0.1
Cc1ccc(-n2nc3c(c2NC(=O)c2ccccc2Br)CS(=O)(=O)C3)c(C)c1,3.0,0.5,-5.6,-0.1
O=[N+]([O-])c1c2n(c(C3CCCC3)nc1=S)CCCCC2,-1.0,-20.3,7.1,0.0
CC1CCc2c(sc(NC(=O)C3CC3)c2C(=O)OC(C)C)C1 (stereo unspecified),-0.8,1.7,-4.6,0.0
COc1cc(OC)nc(Oc2ccccc2C(=O)NCC(=O)NCC(=O)O)n1,-0.6,-6.6,8.5,0.0
NC(Cc1ccccc1)c1nc2ccc(-c3ccncc3)cc2[nH]1 (stereo unspecified),-0.9,5.5,-5.0,-1.4
COc1ccc(-c2nc3n(n2)C(c2ccc(Cl)cc2)C(C(N)=O)=C(C)N3)cc1 (stereo unspecified),-0.2,-4.1,-9.8,-0.1
CCc1ccc2oc(-c3cccc(NC(=S)NC(=O)c4oc5ccccc5c4C)c3)nc2c1,-0.9,-4.8,12.4,0.0
CN(Cc1ccc2nccnc2c1)C(=O)c1cc(COc2ccc(F)cc2Cl)on1,-1.4,-7.9,-7.2,-0.1
CCOc1cc(CNCCO)ccc1OCc1ccccc1,-1.1,-13.5,-15.5,-0.1

# Screens deposited in PubChem by The Scripps Research Institute Molecular Screening Center.
